Source: PubChem
MC4R antagonist – blocks human MC4R cAMP signaling; 360,000 tested, 0.48% active; MC4R-expressing cells, MTII-stimulated cAMP, LANCE TR-FRET; AID 540295; inhibition, % at 6.5 µM; P32245;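 active = inhibition above its plate's cutoff, the mean of tested wells on that plate plus 3 SD, cut at about 29% in these data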;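 note: 0% = Melanotan II alone and 100% = Melanotan II plus saturating MCL0020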
Target sequence (P32245 whole entry, looked up): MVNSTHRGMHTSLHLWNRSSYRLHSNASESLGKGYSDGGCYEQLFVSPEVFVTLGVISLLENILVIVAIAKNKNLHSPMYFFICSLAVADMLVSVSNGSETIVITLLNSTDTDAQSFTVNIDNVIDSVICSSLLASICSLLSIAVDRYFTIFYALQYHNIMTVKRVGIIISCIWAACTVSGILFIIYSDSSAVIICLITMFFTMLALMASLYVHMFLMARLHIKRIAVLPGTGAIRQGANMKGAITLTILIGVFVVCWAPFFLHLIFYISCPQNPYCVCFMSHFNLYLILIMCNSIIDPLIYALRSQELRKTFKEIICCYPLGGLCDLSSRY
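Assay system: U2OS cells stably expressing human melanocortin 4 receptor (MC4R) / Dosing: 6.5 µM / Timing: compound 30 min, challenge 1 h, detection 1 h / Measured by: Eu-cAMP/anti-cAMP TR-FRET, emission 671 nm / Replicates: singlicate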
Vif imaging – HIV Vif inhibition. 340,000 tested, 0.35% active. HEK293T cells, Vif self-association by quenched fluorescence, imaging, 24 h. inhibition, % at 7.49 µM. AID 602346; in the data active = inhibition above about 50%, passing the limit was not always enough; note: some results filed as inactive read as strong as hits
N-glyco inh – N-linked glycosylation inhibition; D54 ERlucT glycosylation luciferase reporter, 24 h; percent of 100 nM tunicamycin response; reporter increase, % at 12.5 µM; 360,000 tested, 0.23% active; AID 588692;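 active = mean luciferase reporter signal, scaled so untreated is 0 and the glycosylation-blocking control 100, at or above a set limit in every replicate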;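 note: luciferase carries N-glycosylation sites so blocking glycosylation raises the light; 0% = median of neutral control wells and 100% = median of 100 nM tunicamycin wells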
H9c2 protect – modulators protecting cardiomyocytes from myocardial damage | 360,000 tested, 0.63% active | H9c2 cardiomyocytes, H2O2 injury protection, ATPLite, 2 h | protection from H2O2 cell death, % at 20 µM;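 active = compounds giving at least 50% protection of heart cells from peroxide-induced death in the single-dose screen, raw or plate-pattern-corrected value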;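 note: 0% = DMSO wells with peroxide and 100% = DMSO wells without peroxide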
CaV13 FRET inh – Primary screen for inhibitors of IQ motif and Ca2+-dependent inactivation inhibitor domain binding in CACNA1D, Förster resonance energy transfer in living cells, …; HEK cells, CFP/YFP FRET ICDI-IQ, plate reader, 10 min; percent FRET-ratio fall versus neutral wells; 340,000 tested, 0.098% active; inhibition, % at 12.3 µM;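 active = mean replicate inhibition of at least 30% and at least 1% of replicates passing that level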;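 note: 0% = median of the neutral control wells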
PDI inh – inhibitors of human protein disulfide isomerase; inhibition, % at 10 µM; 350,000 tested, 0.052% active; PDI insulin aggregation turbidity, A650, 90 min;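 active = mean inhibition across replicates of 30% or more, whatever share of single replicates reach that level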;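 note: absorbance from insulin aggregation driven by PDI reduction with DTT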
Target sequence (P07237 whole entry, looked up): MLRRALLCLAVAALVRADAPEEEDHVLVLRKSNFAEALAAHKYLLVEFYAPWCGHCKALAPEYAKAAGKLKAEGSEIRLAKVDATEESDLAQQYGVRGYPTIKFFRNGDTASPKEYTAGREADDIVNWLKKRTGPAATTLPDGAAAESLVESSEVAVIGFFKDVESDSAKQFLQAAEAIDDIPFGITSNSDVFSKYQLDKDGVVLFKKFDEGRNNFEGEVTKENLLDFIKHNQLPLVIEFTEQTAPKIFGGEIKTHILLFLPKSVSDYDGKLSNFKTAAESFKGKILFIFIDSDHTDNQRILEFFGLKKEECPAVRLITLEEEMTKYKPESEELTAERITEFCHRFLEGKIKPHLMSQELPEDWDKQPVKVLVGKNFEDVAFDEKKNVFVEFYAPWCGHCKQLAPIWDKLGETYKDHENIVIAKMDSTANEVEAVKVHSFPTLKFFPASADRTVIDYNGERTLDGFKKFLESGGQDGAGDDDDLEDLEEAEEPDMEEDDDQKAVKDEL
MC4R ag barr – activates human MC4R beta-arrestin recruitment; P32245; U2OS MC4R beta-arrestin complementation, luminescence; percent of melanotan II response, DMSO zero; AID 540308; 360,000 tested, 0.98% active; activation, % at 8.9 µM;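 active = activation above a per-plate cutoff, the mean activation of sample wells on that plate plus 3 SD, cut at about 8% in these data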
m5-HT2A agonist – agonists of mouse serotonin 5-HT2A receptor (HTR2A) | 360,000 tested, 0.66% active | CHO-K1 mHTR2A beta-arrestin complementation, luminescence; percent of 30 µM serotonin response | AID 624169 | activation, % at 7.6 µM | P35363;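 active = activation above a run cutoff, the mean activation of all tested compounds plus 3 SD, cut at about 14% in these data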;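 note: 0% = plate median of compound wells and 100% = 30 µM serotonin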
ABCB6 inh 2 – inhibitors of human ABC transporter ABCB6 | fluorescence ratio to DMSO, % at 10 µM | 360,000 tested, 0.19% active | K562-ABCB6 porphyrin accumulation, flow cytometry, 1 h; active compounds read low | AID 602162;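 active = fluorescence ratio to DMSO below 75%, the collection mean minus 3 SD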;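 note: signal is porphyrin accumulated inside mitochondria; 100% equals median channel fluorescence of DMSO control wells; lower ratio means ABCB6 inhibition with less porphyrin fluorescence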
aDG glyco up – increases alpha dystroglycan glycosylation. Pro5-aDG cells, alpha-DG glycosylation AlphaScreen (IIH6); 0% Pro5, 100% B10-LARGE cell signal. activation, % at 10 µM. 360,000 tested, 0.22% active. AID 624168;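 active = activation of at least 8% versus controls, or a plate z-score of at least 8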;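 note: Pro5 are CHO cells carrying HIG-tagged alpha-DG that lacks glycosylation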
An asterisk follows results filed as active; . = not tested or not shown. Outcome played no part in choosing rows; any-hit rate near 3.6%.

SMILES	MC4R antagonist	Vif imaging	N-glyco inh	H9c2 protect	CaV13 FRET inh	PDI inh	MC4R ag barr	m5-HT2A agonist	ABCB6 inh 2	aDG glyco up
Cc1ccc(C(=O)N2[C@@H]3CN(C)C(=O)[C@@]2(Cc2ccccc2)[C@H]2C(=O)N(Cc4ccccc4)C(=O)[C@@H]32)cc1	4	1	1	4	-10	4	-2.0	-3	98	0.2
COc1cc(OC)cc(-c2noc(-c3csc([C@@H]4C[C@H](O)[C@@H](CO)O4)n3)n2)c1	1	8	1	0	-5	0	0.2	4	103	-0.4
COc1ccc(Nc2nc(CC(C)=O)ns2)cc1OC	-2	3	2	2	.	-7	-0.2	1	103	-0.1
Cc1ccc(F)cc1NC(=O)N1CCNC(=O)C1CC(=O)Nc1cc(Cl)ccc1Cl (stereo unspecified)	9	5	-2	1	-6	6	-3.2	0	103	-0.2
CCN(C(=O)CSc1cc(C)c2cccc(C)c2n1)C1CCS(=O)(=O)C1 (stereo unspecified)	2	-6	-5	-8	-2	9	-0.9	6	94	-0.1
CC(=O)c1ccc(Oc2cc(-c3ccccc3)nc(-c3ccccc3)n2)cc1	3	4	2	-4	-3	-17	-1.5	5	101	-0.1
CN1CCN(C(=O)C2CC(c3c(F)cccc3Cl)=NO2)CC1 (stereo unspecified)	1	-3	-3	0	.	8	-1.5	1	98	0.1
Cc1cccc(NC(=O)C[n+]2cccc(C)c2)c1	-2	-3	2	8	-2	-4	-1.9	-5	96	0.1
CC1CCc2c(nc3sc4c(c3c2N)CCCC4)C1 (stereo unspecified)	15	-13	1	-12	4	-5	-1.6	-7	95	1.7
COC(=O)c1cc2n3ccccc3c(C)c(-c3ccccc3)c-2c1C(=O)OC	-10	26	3	34	.	-2	-1.0	18*	97	0.1
CC(=O)N1CCc2cc(Br)cc(S(=O)(=O)CCC(=O)Nc3c(C)n(C)n(-c4ccccc4)c3=O)c21	10	-3	1	-4	-5	-1	-3.2	-1	96	0.1
COC(=O)[C@H](Cc1ccccc1)NC(=O)N1CCN(Cc2ccccc2)CC1	5	20	0	2	-3	8	-1.7	-2	101	0.5
COc1ccc(C2C(C(=O)c3ccc(C)o3)=C(O)C(=O)N2Cc2cccnc2)cc1OC (stereo unspecified)	18	-4	2	-3	-5	1	-0.7	5	96	0.1
CCOC(=O)C1=C(O)C(=O)N(c2ccc(S(N)(=O)=O)cc2)C1c1ccccc1 (stereo unspecified)	4	-1	1	19	-1	10	-1.4	-4	98	-0.1
CC(C)CNC(=O)c1cccc2c(-c3cccnc3)coc12	-8	7	2	11	-12	-6	-0.1	-3	93	0.1
CCN(CC)S(=O)(=O)c1ccc(C(=O)N2CCc3ccccc32)cc1	17	11	0	-7	-4	0	0.1	1	97	1.0
CC(C)(C)c1ccc(CN2N=C(/C=C/c3ccccc3)CCC2=O)cc1	11	11	0	0	-2	7	-1.5	-1	96	-0.6
COc1ccc(C2Nc3ccccc3C(=O)N2c2ccc(C)cc2)cc1Cn1nnc2ccccc21 (stereo unspecified)	2	0	-5	-6	-7	4	-0.7	0	97	0.2
CC(C)Cn1cc(C(=O)NCc2cccs2)c2c3ccccc3n(C)c2c1=O	6	-1	2	17	-5	-2	0.0	-4	99	0.4
COc1cc(/C=C(\C#N)c2ccccn2)ccc1OCC(=O)Nc1ccc(Br)cc1	2	3	4	1	-5	-16	-0.8	3	93	0.1
CCc1ccccc1NC(=O)CCC(=O)N1CCN(C(C)=O)CC1	0	12	1	1	-11	2	-1.6	-1	100	-0.1
CCOc1ccc(C(=O)Nc2ccc(S(=O)(=O)N3CCN(C)CC3)cc2)cc1	-5	-3	-1	-2	-5	-5	0.2	7	95	0.1
CCCCN1CCc2c1nc1ccc(Br)cc1c2N	-10	-7	-10	-19	-7	-5	2.7	-4	96	3.6*
CC1(C)S[C@@H]2[C@H](NC(=O)COc3ccccc3)C(=O)N2C1C(=O)OCC1CCCCC1 (stereo partly specified)	12	1	1	-14	-10	-2	2.6	-2	93	0.1
Cn1c(=O)c([N+](=O)[O-])c(Oc2ccccc2)c2ccccc21	5	-1	8	14	-10	0	-2.7	-1	98	0.6
COc1ccc(C2CC(c3ccc(F)cc3)n3nc(NS(C)(=O)=O)nc3N2)cc1 (stereo unspecified)	7	12	2	9	-3	-5	-1.4	3	92	-0.2
Cc1occc(=O)c1OCc1ccc(F)cc1	5	.	-1	5	-20	-1	-1.0	-3	102	-0.1
COc1ccc(NC(=O)C2CCN(S(=O)(=O)c3c(C)noc3/C=C/N(C)C)CC2)cc1	5	3	0	10	-4	-3	-2.6	7	102	-0.3
Cc1cc(C)c2c(c1)[C@@H]1C=CC[C@@H]1[C@H](c1ccc(S(=O)(=O)N3CCOCC3)cc1)N2	13	4	1	1	-2	-4	-1.6	-2	97	-0.4
CC(C)S(=O)(=O)C/C(N)=N/OS(=O)(=O)c1ccc(Cl)cc1	-1	21	1	-3	7	-5	-1.0	1	99	-0.2
Cc1ccc(N2NC(=O)/C(=C/c3ccc(-c4ccc(Cl)c(C(=O)O)c4)o3)C2=O)cc1	3	0	0	-1	-5	16	-0.3	-5	103	0.6
Cc1cccnc1C1=NOC(Cc2ccccc2)C(=O)N1CCOc1ccc(F)cc1 (stereo unspecified)	2	-3	2	-5	-3	9	-0.4	1	101	-0.1
CCOc1ccc(C(=O)N[C@H](C(=O)O)C(C)C)cc1	-1	-6	0	-5	-4	-7	-0.9	-2	88	0.2
COc1cccc(C(=O)C2CCCN(C/C=C/c3ccccc3OC)C2)c1 (stereo unspecified)	6	5	-3	5	-6	-6	1.2	-3	101	0.1
Cc1cccc(/N=C/c2c(C)[nH]n(-c3ccccc3)c2=O)n1	10	-5	0	-3	-2	3	-0.2	1	106	-0.1
O=C(CN1C(=O)NC2(CCCC2)C1=O)Nc1ccc(Cl)cc1C(F)(F)F	12	9	2	-1	-3	-4	-2.1	-5	100	0.1
O=C(NC1CCN(Cc2nnnn2CCc2ccccc2)CC1)c1ccccc1F	-2	-4	2	-2	-6	2	-2.1	-1	93	-0.2
O=C1c2cc(S(=O)(=O)NCCCO)ccc2-c2ccc(S(=O)(=O)NCCCO)cc21	-3	15	5	4	-5	1	-1.8	-1	99	0.0
c1ccc([C@H]2CNCCN2CCc2cccc3ccccc23)cc1	-2	4	-1	2	-12	0	1.6	-8	104	0.5
COc1ccc(NC(=O)CSc2nnc(NC(=O)C3CCC3)s2)cc1	1	-4	-1	-3	-7	-6	0.2	-4	104	-0.1
CC(=O)Nc1ccc(SCC(=O)N(CCC#N)c2cc(C)cc(C)c2)cc1	3	-1	2	2	.	-6	0.3	2	102	0.0
CS(=O)(=O)N(CC(=O)N1CCC(C(N)=O)CC1)c1ccc(Oc2ccccc2)cc1	1	1	-1	12	.	4	-3.2	-3	104	0.1
NNC(=O)c1ccc(Cn2cc(Br)cn2)cc1	21	10	0	3	-6	12	-1.1	-5	100	-0.2
COc1ccc2c(c1)cc(C(=O)O)n2C	3	-13	1	3	-8	19	-0.6	0	95	-0.2
Cc1ccc(CNC(=O)C2(NC(=O)Nc3ccc(C)cc3)CCCCC2)cc1	0	.	2	8	.	-8	0.2	-3	104	-0.1
CCCCN(C)C(=O)c1ccc(Nc2nc(C(N)Cc3ccccc3)cs2)nc1 (stereo unspecified)	2	6	0	-6	-4	-4	1.8	-2	100	2.8
O=C(CN(C1CCCCC1)S(=O)(=O)c1ccc(Br)cc1)NCc1cccnc1	4	-14	1	5	-4	-2	2.6	1	98	-0.4
CN(C)S(=O)(=O)c1cccc(NC(=O)c2ccc(Sc3nncn3C)c([N+](=O)[O-])c2)c1	0	8	-2	5	-4	2	-1.8	-3	92	-0.1
O=C(CC1CS(=O)(=O)CC1CC(=O)Nc1ccc2c(c1)OCCO2)Nc1ccc2c(c1)OCCO2 (stereo unspecified)	-2	1	-18	-3	0	15	-2.1	-1	116	-0.2
Cc1ccc(C(=O)OCC(=O)c2ccc(CC(=O)N3CCOCC3)s2)c(C)c1	3	0	2	-7	-7	-4	-1.8	2	108	0.3
CC(C)(C)NC(=O)C(c1ccc(O)cc1)N(C(=O)CCC(=O)Nc1nccs1)c1cccc(F)c1 (stereo unspecified)	14	3	2	14	-3	-9	-3.4	0	94	0.3
Cc1csc(NC(=O)C2C3C=CC(C3)C2C(=O)O)n1 (stereo unspecified)	9	-3	2	-5	-3	4	-0.4	-7	102	-0.3
CC(O)(c1ccccc1)c1nc(-c2ccc(S(C)(=O)=O)cc2)cs1 (stereo unspecified)	-5	23	-3	7	-5	-5	-1.3	1	98	-0.3
COc1cccc(CC(=O)Nc2cc(S(=O)(=O)N3CCOCC3)ccc2N2CCN(C)CC2)c1	-1	-8	2	8	-3	-1	-2.5	1	95	-0.3
COc1ccc2o/c(=N\O)c(C(=O)Nc3ccccc3OC)cc2c1	-14	-20	-1	21	.	4	4.4	3	103	0.0
CN(CCOC(=O)c1cccc(F)c1)Cc1ccccc1	-4	-2	0	5	-4	3	-0.1	-2	105	-0.3
O=C1CCc2cc(S(=O)(=O)NCCC(=O)N3CCN(c4cccc(Cl)c4)CC3)ccc2N1	3	-6	2	-6	-3	9	1.1	5	102	0.0
CCn1nc(C(=O)OC(C(=O)c2c[nH]c3ccccc23)c2ccccc2)c2ccccc2c1=O (stereo unspecified)	13	-7	-2	-3	-8	-2	3.2	-8	105	0.1
NC(=S)N/N=C/c1ccc2cccc(OCc3ccccc3)c2n1	-6	6	-6	7	-4	9	1.0	-1	96	0.3
COC(=O)c1ccccc1NC(=O)C1CCCN(c2nnc(-n3cccc3)s2)C1 (stereo unspecified)	13	4	2	20	-3	.	0.8	0	92	0.2

The results go on:
SMILES	MC4R antagonist	Vif imaging	N-glyco inh	H9c2 protect	CaV13 FRET inh	PDI inh	MC4R ag barr	m5-HT2A agonist	ABCB6 inh 2	aDG glyco up
O=C(COc1ccc2c3c(c(=O)oc2c1)CCCC3)N1CCN(c2ccc(F)cc2)CC1	4	-7	-1	10	-6	5	-2.0	6	95	0.3
O=C(NCCCN1CCOCC1)c1cc2c(=O)[nH]c3ccccc3c2s1	-1	38	5	7	-4	-3	-1.8	0	99	0.4
COc1ccc(C2COc3cc(O)ccc3C2)c(OC)c1O (stereo unspecified)	-6	-3	15	-6	.	.	1.4	0	95	1.0
CCN(CC)C(=O)Oc1ccc2ccccc2c1Cl	11	-18	-9	-10	-2	-3	5.5	2	103	0.0
COc1ccc(CSc2n[nH]c(=O)[nH]c2=O)cc1	17	.	0	-2	-9	-3	3.5	1	99	-0.4
C=CCOc1ccc(/C=N/n2nnnc2N)cc1OC	-3	-8	4	3	-4	-5	-3.0	6	102	-0.2
